Bim-Bfl-1 – human Bim-Bfl-1 interaction inhibition. hit rate 0.12% among 190,000. inhibition, % at 10 µM. Bead-based flow cytometry, Bim-Bfl-1 binding inhibition;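 note: 0% = wells without compound plus tracer and 100% = blocker peptide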
GSH fluor – compound fluoresces at 488/530 nm on GSH beads; AID 1776; fluorescence (KMESF) at 10 µM; GSH beads flow cytometry, compound fluorescence 488/530 nm; hits give high values; hit rate 0.25% among 190,000; in the data active = fluorescence above about 89;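 note: glutathione beads carrying GST-tagged Bcl family fusion proteins plus one bare bead set; values are compound well signal with DMSO vehicle wells as background; inactives centre near 16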
Bim-Bcl-B – inhibitors of Bim-Bcl-B interaction, human. bead-based flow cytometry, Bim peptide-Bcl-B binding. inhibition, % at 10 µM. hit rate 0.073% among 190,000;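 note: 0% = tracer peptide without compound and 100% = reference inhibitor peptide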
Target sequence (Q9HD36 whole entry, looked up): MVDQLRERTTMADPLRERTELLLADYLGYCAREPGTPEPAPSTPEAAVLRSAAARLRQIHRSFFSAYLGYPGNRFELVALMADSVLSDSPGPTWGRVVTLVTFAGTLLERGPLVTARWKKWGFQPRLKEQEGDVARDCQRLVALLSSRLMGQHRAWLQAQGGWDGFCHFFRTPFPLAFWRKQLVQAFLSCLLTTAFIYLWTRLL
Bim-Bcl-XL – human Bim-Bcl-XL interaction inhibition; hit rate 0.04% among 190,000; inhibition, % at 10 µM; Bim peptide-Bcl-XL binding, bead flow cytometry, fluorescence
Bim-Mcl-1 – inhibitors of Bim-Mcl-1 interaction, human; hit rate 0.1% among 190,000; Bead-based flow cytometry, Bim peptide-Mcl-1 binding; inhibition, % at 10 µM; Q07820; AID 1009;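 note: 0% = no compound tracer wells and 100% = peptide blocker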
RGS8-Gao reg – human RGS8-Galphao interaction regulation | hit rate 0.34% among 220,000 | multiplexed bead flow cytometry, RGS8-Galphao binding; actives lie on both sides | response (percent of control binding), % at 10 µM | AID 1423; in the data active = response below about 60% or above about 140%; inactive = in between;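 note: Galphao activated as the GDP aluminium fluoride complex binding bead-coupled RGS8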
Target sequence (P09471 whole entry, looked up): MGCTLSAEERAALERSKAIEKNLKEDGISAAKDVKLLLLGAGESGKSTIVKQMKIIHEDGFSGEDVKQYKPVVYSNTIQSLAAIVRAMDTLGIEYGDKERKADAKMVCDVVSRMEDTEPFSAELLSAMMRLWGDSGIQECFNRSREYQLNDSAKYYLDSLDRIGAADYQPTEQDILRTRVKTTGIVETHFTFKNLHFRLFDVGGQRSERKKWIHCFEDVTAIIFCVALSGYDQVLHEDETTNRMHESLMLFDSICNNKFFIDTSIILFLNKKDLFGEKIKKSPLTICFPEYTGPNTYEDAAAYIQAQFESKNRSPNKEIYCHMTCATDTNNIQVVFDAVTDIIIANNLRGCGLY
Bcl-2 Bim block – human Bim-Bcl-2 interaction inhibition. hit rate 0.06% among 190,000. inhibition, % at 10 µM. AID 950. Bead-based flow cytometry, Bim peptide-Bcl-2 binding. P10415; in the data active = inhibition above about 40%; inconclusive = no clear call, values can overlap the other calls;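 note: 0% = no compound wells with probe peptide and 100% = reference peptide inhibitor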
Target sequence (P10415 whole entry, looked up): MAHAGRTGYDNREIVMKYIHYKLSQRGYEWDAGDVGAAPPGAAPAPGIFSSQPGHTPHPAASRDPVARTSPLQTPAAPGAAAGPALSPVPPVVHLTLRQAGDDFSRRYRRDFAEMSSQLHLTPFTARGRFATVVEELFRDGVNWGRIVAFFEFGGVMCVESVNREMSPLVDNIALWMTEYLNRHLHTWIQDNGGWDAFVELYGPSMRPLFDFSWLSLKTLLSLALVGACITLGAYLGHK
Mcl1 Bid PPI – Mcl-1/Bid interaction inhibition | Q07820 | TR-FRET Mcl-1/Bid-Dy647 peptide binding, 1536-well | inhibition, % at 21.7 µM | hit rate 0.97% among 220,000 | AID 1021;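 active = compounds that cut the binding signal by more than half at the single screening dose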;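 note: His-tagged Mcl-1 with europium anti-His antibody binding Bid BH3 peptide; 0% = Mcl-1 plus peptide wells and 100% = peptide-only wells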
RGS7-Gao reg – regulators of human RGS7-Galphao interaction; P09471; Multiplexed bead flow cytometry, RGS7-Galphao binding; actives lie on both sides; binding response (% of control), % at 10 µM; hit rate 0.35% among 220,000; AID 1439; in the data active = binding response below about 49% or above about 150%; inconclusive = no clear call, values can overlap the other calls; inactive = in between;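 note: fluorescent Galphao held in activated GDP-AlF4 state binding bead-coupled RGS7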
RGS4-Gao reg – human RGS4-Galphao interaction regulation. P09471. Multiplexed bead flow cytometry, RGS4-Galphao binding; actives lie on both sides. binding response (% of control), % at 10 µM. hit rate 0.33% among 220,000. AID 1415; in the data active = binding response below about 49% or above about 150%; inactive = in between;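 note: fluorescent Galphao activated with aluminum fluoride binding bead-coupled RGS4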
Bcl-W Bim block – disrupts Bim peptide binding to human Bcl-W; Q92843; bead-based flow cytometry; inhibition, % at 10 µM; hit rate 0.02% among 190,000;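 note: 0% = bound tracer without compound and 100% = peptide blocker; higher means less fluorescent Bim peptide bound to Bcl-W beads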
Target sequence (Q92843 whole entry, looked up): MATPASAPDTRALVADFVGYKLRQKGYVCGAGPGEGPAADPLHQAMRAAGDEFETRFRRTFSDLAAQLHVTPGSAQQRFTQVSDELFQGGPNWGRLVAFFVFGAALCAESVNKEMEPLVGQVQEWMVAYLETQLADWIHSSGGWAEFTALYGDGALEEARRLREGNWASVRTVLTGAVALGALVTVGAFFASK
* hit, by the source's call; ? = inconclusive; & = joins results of further samples. Cut-off read from the data, not from the text of the source, unless noted: active = inhibition above about 40%.

SMILES	Bim-Bfl-1	GSH fluor	Bim-Bcl-B	Bim-Bcl-XL	Bim-Mcl-1	RGS8-Gao reg	Bcl-2 Bim block	Mcl1 Bid PPI	RGS7-Gao reg	RGS4-Gao reg	Bcl-W Bim block
CCCCc1cc(=O)oc2c(CN(C)C)c(O)ccc12	1	17	-2	-1	-1	100	2	11	102	104	-3
C/C(=N\O)c1ccc2c(c1)OCCO2	-5	24	-6	-2	0	101	-4	-23	95	102	0
Cc1ccc(/C=C/C(=O)NCCc2c[nH]c3ccccc23)o1	2	14	-17	-4	-2	95	-1	-34	101	102	-2
CC1Cc2ccccc2N1C(=O)CSc1nc(N)cc(=O)[nH]1 (stereo not drawn)	0	13	-2	-2	-3	102	-2	-23	102	102	-3
CS(=O)(=O)N(CC(=O)N1CCCC1)c1ccc(Cl)c(Cl)c1	0	11	-2	-3	-5	105	1	-4	113	111	1
O=C(O)c1cccc(CN2C(=O)SC(Nc3cccc4ccccc34)C2=O)c1 (stereo not drawn)	-6	14	-4	-1	-5	106	-1	-36	104	105	-2
COCCN1Cc2cccc(C(=O)Nc3c(C)cccc3C)c2C1=O	-1	13	-1	-3	-2	92	-1	-14	94	94	0
CC1(C)Cc2c(c(N3CCOCC3)nc3snc(Br)c23)CO1	-2	15	-2	0	-3	98	-8	-26	113	106	-1
Clc1ccc2[nH]c3c(c2c1)CCc1cn[nH]c1-3	0	19	-1	1	-1	99	-1	6	105	102	-1
COc1ccc(-c2noc(CCC(=O)Nc3ccc(C)c(C)c3)n2)cc1	0	23	-2	-5	-4	95	-6	-12	98	99	-2
Cc1noc(NS(=O)(=O)c2ccc(N/C=C\C(=O)c3ccncc3)cc2)c1C	-9	55	-34	3	-136	103	-14	-137	102	105	4
Cc1cc([N+](=O)[O-])nn1CCCC(=O)Nc1cc(Oc2ccc(F)cc2)cc([N+](=O)[O-])c1	0	22	-3	-6	-2	104	-3	5	104	108	-1
COc1ccc(Cc2[nH]n3c(=O)c(Cl)c(C)nc3c2-c2ccccc2)cc1	-5	14	-1	-4	2	99	-1	-40	99	98	1
CC(NC(=O)c1ccc(Cl)cc1)C(=O)N1CCCCC1 (stereo not drawn)	-9	16	-5	-4	-1	100	-5	-25	103	103	0
CC(=O)c1ccc2noc(-c3ccc(Cl)cc3)c2c1	-8	10	-6	-2	1	97	-1	-34	94	96	0
CCOC(=O)C1=C(C)N(C)C(=O)NC1c1ccc(C)s1 (stereo not drawn)	-13	35	-10	-5	-3	102	-9	-18	102	100	0
CCN(C(=O)c1cc2cc3ccc(C)cc3nc2o1)c1ccc(OC)cc1	-17	24	-10	-6	-3	100	-11	-13	103	101	-2
Cc1ccc(C(=O)NC(=S)Nc2ccc(N3CCOCC3)cc2)c(C)c1	-2	10	-10	-5	-1	102	0	-47	98	99	0
Cc1ccc(CNC(=O)CSc2nc3ccsc3c(=O)n2NC(=O)c2ccccc2)cc1	-8	13	-1	-3	4	98	-4	-44	96	99	2
Nc1nnc(SCC(=O)N2CCN(c3cccc(Cl)c3)CC2)n1-c1ccccc1	-3	19	-11	-5	-3	102	-3	-19	104	100	-5
CCCCC(=O)/C=C/n1c(=S)oc2ccccc21	-14	12	-9	-6	-4	99	-11	-34	101	99	-1
O=C1c2ccccc2C(O)N1c1ccc(Cl)cc1 (stereo not drawn)	-10	19	-3	0	0	97	-7	-18	95	95	0
Cn1c(C(=O)Nc2ccc3c(c2)OCCO3)cc2sccc21	0	6	0	0	0	95	0	-93	97	89	0
Cc1ccc(-n2nnnc2SCC(=O)c2cc(C)n(-c3cc(C)on3)c2C)c(C)c1	-11	13	-8	-3	0	101	-9	-16	102	96	2
Cc1ccc(S(=O)(=O)N(CCCO)Cc2cc3c(C)ccc(C)c3[nH]c2=O)cc1	-11	16	-6	-3	-1	101	-9	9	98	101	0

Continued:
SMILES	Bim-Bfl-1	GSH fluor	Bim-Bcl-B	Bim-Bcl-XL	Bim-Mcl-1	RGS8-Gao reg	Bcl-2 Bim block	Mcl1 Bid PPI	RGS7-Gao reg	RGS4-Gao reg	Bcl-W Bim block
O=C(CCn1nnc2ccccc2c1=O)NCC1CCC(C(=O)O)CC1 (stereo not drawn)	-19	27	-10	-8	-3	100	-4	-16	98	97	-4
COc1cccc(-n2c(C)c3c(OC)cccc(=O)c3c2C)c1	2	25	-2	0	0	101	1	-68	101	98	2
CCOc1c(C#N)c(C#N)c2nc(C)cc(C)n12	-9	34	-4	-10	-2	104	-8	-3	103	106	4
CCOc1ccc(Nc2nc(Cc3nnc(SCC(=O)N(CC)CC)n3C)cs2)cc1	0	20	-4	-1	2	83	0	-13	98	98	0
CC1=C(C(=O)OC(C)C)C(c2ccco2)NC(=O)N1 (stereo not drawn)	0	12	0	0	-2	95	0	-40	86	90	-1
COC(=O)c1ccc(-c2nc3cc(N)ccc3o2)cc1	-23	29	-33	-22	-26	101	-25	-23	95	87	-27
O=C(Nc1nccs1)C1CCN(S(=O)(=O)c2cccnc2)CC1	-5	24	-3	-3	0	106	-7	-16	105	104	0
O=C(CCc1ccccc1)N1CCN(CCO)CC1	-14	15	-7	-13	-6	103	-8	-2	102	104	-7
Cc1cc(C)nc(-n2ncc3c2CC(c2cccc(Cl)c2)CC3=O)n1 (stereo not drawn)	-7	8	-6	-1	-3	100	-1	-32	97	98	-1
COc1ccc(NC(=O)CCCCCN2C(=O)CCC2=O)cc1Cl	-14	33	-8	-10	-3	100	-8	9	101	101	-1
O=C(OCC(=O)N1CCN(C(=O)c2ccco2)CC1)c1sc2cc(F)ccc2c1Cl	-12	26	-9	-7	-4	103	-8	-3	103	100	-3
CC(=O)Oc1c(C(=O)c2nnc(C)o2)c(=O)n(C)c2ccccc12	0	5	-1	0	-4	100	-1	-1	101	100	-1
Cc1ccc(NC(=S)N(CCN(C)C)C(C)c2cccnc2)c(C)c1 (stereo not drawn)	4	23	6	-3	-1	102	0	7	103	99	-4
CC1=NN(c2ccccc2)C(=O)/C1=C\c1cn(CCC#N)nc1-c1ccc(Cl)cc1	-6	22	-5	-13	-3	104	-11	-9	97	97	-11
Cc1cc(=O)n2cccc(O)c2n1	-2	9	-3	-3	1	104	-4	-92	101	103	-1
CC(/C=C\c1cccnc1)=C/C(=O)O	1&-14	12&37	1&-7	-4&-3	-1&0	97&96	2&-9	-34&5	82&93	100&97	2&-1
O=C(Cc1cc(=O)[nH][nH]1)N/N=C/c1c(Cl)cccc1Cl	0&-13	10&16	-4&-4	-4&-7	-4&-4	95&96	2&-4	-7&-51	90&96	91&97	-3&-2
CCOC(=O)C(=CNc1ncccc1C)C(=O)OCC	-4	16	-8	-5	-1	104	-4	16	100	100	-3
O=C(/C=C/c1ccco1)NC(=S)Nc1ccc(Cl)cn1	-11	4	-5	-2	1	102	-8	-37	94	101	-3
C=CCOc1ccc(CN(C)Cc2nc3cc(C(F)(F)F)ccc3c(=O)[nH]2)cc1	-1	74	-1	-2	-2	98	0	12	95	98	-3
CCOC(=O)C(C)Sc1ccc2nnc(-c3ccc(F)cc3)n2n1 (stereo not drawn)	0	18	-8	-3	-6	101	-7	-3	98	95	-3
Cc1nc(NCc2ccccc2)sc1C(=O)Nc1ccccc1	-3	16	1	-1	0	105	-1	9	104	103	0
O=C(c1ccc(Cl)cc1)c1ccc(OCC(O)CN2CCCCC2)cc1 (stereo not drawn)	-12	52	-8	-1	-2	100	-9	2	97	97	3
Cc1c(C)c2cc(Cl)c(OCc3nn[nH]n3)cc2oc1=O	0	17	0	0	-2	100	-4	16	107	105	0
O=C(NCCN1CCOCC1)c1csc2c1CCCC2	-12	40	-7	-3	0	102	-9	-4	101	103	2

Following part.
SMILES	Bim-Bfl-1	GSH fluor	Bim-Bcl-B	Bim-Bcl-XL	Bim-Mcl-1	RGS8-Gao reg	Bcl-2 Bim block	Mcl1 Bid PPI	RGS7-Gao reg	RGS4-Gao reg	Bcl-W Bim block
Cc1ccc(-n2ncc(N(C)C)c(Cl)c2=O)cc1	-2	21	4	1	4	107	-3	1	108	105	-1
COC(=O)c1ccc(NC(=O)CN(C)S(=O)(=O)c2ccc(OC)c(C)c2)cc1	-12	17	-6	-6	-2	104	-11	16	102	100	0
COc1ccc(-n2c(SCC#N)nc3ccccc3c2=O)cc1	-1	13	-1	-3	-2	100	-2	-4	100	100	-4
COc1ccnc(N=CNOCc2cccc(C(F)(F)F)c2)c1C#N	-4	10	-6	0	0	99	-3	0	103	101	0
Oc1c(N=NC(=S)Nc2ccccc2F)c2ccccc2n1Cc1ccccc1Cl	0	17	-13	3	3	100	-1	-49	96	101	0
CC(=O)Nc1cccc(NC(=O)C2CCCN2C(=O)Nc2cccc(F)c2)c1 (stereo not drawn)	-13	37	-12	-11	-3	99	-10	5	100	101	-5
Cc1cc(Nc2ccccc2)n(-c2nc3ccccc3[nH]2)n1	-12	34	-7	-4	0	93	-7	-27	89	91	-1
COc1ccc(NC(=O)N2CCCC2C(=O)NCc2ccc(F)cc2)cc1 (stereo not drawn)	0	64	0	-4	-3	108	0	-9	104	107	-6
O=C(C1=C[C@@H](c2coc3ccccc3c2=O)C[C@@H](OCCCCO)O1)N1CCN(Cc2ccccc2)CC1	-3	18	-1	-1	0	96	-2	0	103	96	-3
O=C1CSC(c2ccccn2)N1c1ccc(Br)cc1 (stereo not drawn)	-2	10	-1	-9	-2	100	0	-29	101	99	-2
Nc1ccc(CSc2ccc(Cl)cc2)cc1	1	14	0	0	0	101	-1	-34	?	98	0
Cc1nn(-c2ccccc2)c(N)c1C(c1ccccc1)c1c(C)nn(-c2ccccc2)c1N	-4	12	-1	0	-2	101	0	-31	104	104	-2
O=C(CCCN1C(=O)/C(=C\c2ccccc2)SC1=S)Nc1ccc(O)cc1	-1	21	0	3	2	100	4	-22	96	98	2
COc1cccc(-c2nc3ccc([N+](=O)[O-])cc3o2)c1	-6	18	-3	-1	1	101	-2	-5	103	100	0
COc1ccccc1-n1c(SCC(=O)O)nnc1-c1ccc(S(=O)(=O)N2CCCCC2)cc1	2	21	0	-1	0	102	0	-21	98	100	-2
CCOc1cc(C2NN=C(c3ccccc3)S2)ccc1OCc1ccc(F)cc1 (stereo not drawn)	-5	15	-9	-8	-2	102	-11	-26	107	105	0
CCc1cc2c(SCC(=O)C(C#N)=C3N(C)c4ccccc4N3C)ncnc2s1	-3	10	-7	-3	-3	103	-4	-19	112	105	-3
CCOC(=O)C(NC(=O)c1cccc(Cl)c1)(Nc1nnc(C)s1)C(F)(F)F (stereo not drawn)	-2	25	-5	-5	-3	99	-3	3	104	103	-1
COC(=O)COc1cccc(-n2cnnn2)c1	-4	66	-2	-1	0	101	-3	-65	99	95	-4
CC(C)N1CCN(Cc2cccc3nonc23)CC1CCO (stereo not drawn)	-2	10	-1	-3	-1	105	-3	-5	107	102	0
CC1CCN(CC(=O)N2c3ccccc3CC2C)CC1 (stereo not drawn)	-1	13	-9	-5	-53	104	-4	-42	108	102	-2
Cc1cccc(NC(=S)NC23CN4CN(CN(C4)C2)C3)c1C	-5	12	-4	0	0	105	-4	-34	100	101	-3

2 successive records already listed, quoted:
SMILES	Bim-Bfl-1	GSH fluor	Bim-Bcl-B	Bim-Bcl-XL	Bim-Mcl-1	RGS8-Gao reg	Bcl-2 Bim block	Mcl1 Bid PPI	RGS7-Gao reg	RGS4-Gao reg	Bcl-W Bim block
COc1cccc(-c2nc3ccc([N+](=O)[O-])cc3o2)c1	-6	18	-3	-1	1	101	-2	-5	103	100	0
COc1ccccc1-n1c(SCC(=O)O)nnc1-c1ccc(S(=O)(=O)N2CCCCC2)cc1	2	21	0	-1	0	102	0	-21	98	100	-2

Source: PubChem BioAssay (several laboratories)
